# Pf Dd2 inh = Plasmodium falciparum Dd2 growth inhibition; P. falciparum Dd2 growth, SYBR Green, 72 h; Potency, µM (series often up to 28.9 µM), inactives show top-dose activity, negative = inhibition, hits mostly inhibitors; 120,000 tested, 4.3% active; active = well fitted inhibition curve with a large enough effect; inconclusive = small, poorly fitted or top-dose-only effect; inactive = no such curve, though single readings can be large or run the other way;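 also: plate controls were DMSO vehicle for no effect and reference drug for full effect; nearly all actives have a fitted effect of over 65% in size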
#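 Infected erythrocytes (Dd2, 0.3% parasitemia, 2.5% hematocrit final) are added to compound in RPMI-1640/Albumax II medium, grown 72 h at 37C in low oxygen, then lysed with saponin/Triton-X containing SYBR Green and read by fluorescence.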
# Numbers without * were called inactive; i = inactive; u = inconclusive; [ ] = dose if it differs, or a comment. Potency is read from the fitted curve at half-maximal effect.
Structure | Pf Dd2 inh
O=C(CN1C(=O)COc2ccc(S(=O)(=O)N3CCCCCC3)cc21)NCc1ccc(Cl)cc1 | 51.8%[activator]
COc1ccc(NC(=O)N2CCc3nc4cc[nH]n4c(=O)c3C2)cc1 | 25.1%[5.79 µM]
O=C(CN1C(=O)c2cccnc2Oc2ccc(Cl)cc21)NCCCN1CCCCC1 | 11.0%
Cc1cc(C)c2[nH]c(C(=O)N3CCN(Cc4ccccc4)C(=O)C3C)c(C)c2c1 (stereo unspecified) | -18.4%
COc1ccc(N2CCN(C(=O)c3ccc4c(c3)N(Cc3cccc(Cl)c3)C(=O)c3ccccc3S4(=O)=O)CC2)cc1 | -4.9%
O=C(NCCc1ccccc1)c1ccc(CN2C(=O)NC3(CCOCC3)C2=O)cc1 | -8.8%
O=C1NC[C@@H](CCC(=O)N2CCCC2)N2C[C@@H](NCc3ccccc3)C[C@@H]12 | 9.5%[44.1 µM]
CN(C)CC1(O)CCCN(c2ncccc2C(N)=O)CC1 (stereo unspecified) | -0.6%
CN(C)c1ccc(-c2noc([C@@H]3CCCN3Cc3ccc(CO)o3)n2)cn1 | 7.94µM*
COc1ccc(NC(=O)N[C@@H]2C=C[C@@H](c3c(C)nn(CCC#N)c3C)C2)cc1 | i
O=C(Nc1ccc(F)c(Cl)c1)N(Cc1ccc2c(c1)OCO2)C1CCN(Cc2ccccc2)CC1 | 8.91µM*
CCS(=O)(=O)c1ncc(Cl)c(C(=O)Nc2c(C(=O)Nc3cccc(C)c3)oc3ccccc23)n1 | -22.0%
C=CCNC(=O)c1ccn2cncc2c1 | -10.0%[44.1 µM]
O=C(c1ccccc1Cl)N1CCN(CCc2ccccn2)CC1 | 3.55µM*
Cc1nc2scc(CC(=O)NCCC(C)C)n2c(=O)c1-c1cc(C)n(-c2ccccc2F)n1 | u
COc1ccc(-c2noc(Nc3ccc(OC)cc3OC)n2)cc1 | u
COCCCNC(=O)CC(c1ccc(Cl)cc1)c1c[nH]c2ccccc12 (stereo unspecified) | -5.2%
CCOc1ccc(Nc2nc(-c3cccc(Cl)c3)c3c(n2)-c2ccccc2OC3)cc1 | 10µM*
CCCN(CC1CCOC1)C(=O)Nc1cc(F)cc(F)c1 (stereo unspecified) | 10.5%[5.79 µM]
CN(CC(O)c1ccccc1)C(=O)c1cn(C(c2ccccc2)c2ccccc2)nn1 (stereo unspecified) | -17.4%

# Some of the entries above, set out differently.
COc1ccc(N2CCN(C(=O)c3ccc4c(c3)N(Cc3cccc(Cl)c3)C(=O)c3ccccc3S4(=O)=O)CC2)cc1
- Pf Dd2 inh: -4.9%
C=CCNC(=O)c1ccn2cncc2c1
- Pf Dd2 inh: -10.0%[44.1 µM]
CN(C)c1ccc(-c2noc([C@@H]3CCCN3Cc3ccc(CO)o3)n2)cn1
- Pf Dd2 inh: 7.94µM*
O=C(CN1C(=O)c2cccnc2Oc2ccc(Cl)cc21)NCCCN1CCCCC1
- Pf Dd2 inh: 11.0%

# (next part)
Structure | Pf Dd2 inh
CCOc1ccc(NC(=O)CSC2=Nc3ccccc3C3=NC(CC(=O)NCc4ccco4)C(=O)N23)cc1 (stereo unspecified) | u
Cc1ccc(C(=O)c2oc3ccccc3c2NC(=O)Cc2ccccc2)cc1 | -4.2%
CCS(=O)(=O)N1CCC2(CC1)CC(C(=O)N1CCOCC1)N(C)C2 (stereo unspecified) | 24.1%
COc1cccc(-n2cc(C(=O)NCc3ccccc3OC)c3ccccc3c2=O)c1 | u
Cc1nc(C(=O)N2CCC3(CCC(=O)N(CCc4cnc[nH]4)C3)CC2)cs1 | 29.2%
COc1ccccc1C(=O)N1CCCC(c2nnc3n2C(C(=O)O)CC3)C1 (stereo unspecified) | i
COc1ccc(-c2nc3cc(C)ccc3cc2CN2CCCC(CO)C2)cc1OC (stereo unspecified) | -19.8%
CS(=O)(=O)N1C[C@H]2CCN(Cc3ccncc3F)C[C@H]21 | 4.3%
CCc1ccc(OCC2c3cc(OC)c(OC)cc3CCN2C(=O)Cc2ccc(OC)c(OC)c2)cc1 (stereo unspecified) | 8.91µM*
Cc1ccc(CN2C(=O)C3(c4ccccc42)N(c2cccc(F)c2)C(=O)CS3(=O)=O)cc1 (stereo unspecified) | u
Cc1nc(N2CCC(NC(=O)c3ccco3)CC2)cc(C(F)(F)F)n1 | i
Clc1ccccc1CNC[C@H]1Cn2cc(-c3ccccc3)nc2CO1 | u
CC(=O)c1ccc(N2CCN(C(=O)c3cc4ccc5cccnc5c4[nH]3)CC2)cc1 | u
Cc1ccc(OCc2ccc(-c3nc(C#N)c(NCc4ccccc4Cl)o3)o2)cc1 | u
COc1ccc(NC(=O)Cn2c(=O)n(-c3cccc(C)c3)c(=O)c3c2cc(C)n3C)cc1 | u
COCCNC(=O)[C@H]1C[C@H](Oc2ccccc2)CN1S(=O)(=O)Cc1ccccc1F | -15.2%
COc1ccc(NC(=O)Cc2ccc(NC(=O)N3CCCCc4ccccc43)cc2)c(OC)c1 | -8.2%
O=c1[nH]c(N2CCOCC2)nc2c1CCN(Cc1cccc(Cl)c1)CC2 | 18.2%[5.79 µM]
Cc1cn2nc(C(=O)NCc3ccc(F)cc3)cc2c(N(C)Cc2ccccc2)n1 | u
COc1ccc(NC(=O)Cn2cc(S(=O)(=O)Cc3ccc(F)cc3)c3ccccc32)cc1OC | -19.0%
CN(Cc1ccccc1)c1nc(-c2ccc(F)cc2)cc(C(F)(F)F)n1 | u
Cc1ccc2nc(C3CCCN(Cc4cccs4)C3)[nH]c(=O)c2c1 (stereo unspecified) | u
CN(CCc1nc2c([nH]1)CC(C)(C)CNC2=O)c1ccccc1 | -8.0%
CCc1nc(-c2c3n(c(=O)n(CC(=O)Nc4c(C)cccc4C)c2=O)CCCC3)no1 | i
CC1=C(c2ccc(C)c(C)c2)S(=O)(=O)N=C1N1CCN(c2cccc(C)c2)C(C)C1 (stereo unspecified) | 1.1%
COc1ccccc1OCCNC(=O)[C@H]1CCC[C@H]1NC(=O)c1ccncc1 | -17.8%
COC1CCC12CCN(C(=O)CC1CCN(C(C)=O)CC1)CC2 (stereo unspecified) | 16.5%
O=C(c1n[nH]c2c1CCCC2)N1CCc2c(nc3cc[nH]n3c2=O)C1 | i
COc1ccccc1NC(=O)Cn1c(=O)n(-c2ccccc2)c(=O)c2c1cc(C)n2C | 7.9%
COC[C@]1(O)CCN(S(=O)(=O)c2cccc(C(=O)O)c2)CC1(C)C | -17.1%
CCOC(=O)c1c(NC(=O)/C=C/c2ccc(OC)c(OC)c2)sc(C(C)=O)c1C | 39.8%[activator]
CSCC[C@@H]1NC(=O)c2cc(NC(=O)c3cc(-c4ccccn4)n[nH]3)ccc2NC1=O | -20.2%
Cc1cc(C(F)(F)F)nn1CCNC(=O)C1COc2ccccc2C1 (stereo unspecified) | -2.4%
COc1cccc(-c2cc(C(=O)N3CCc4c(c(-c5nncn5C)nn4C)C3)[nH]n2)c1 | u
COc1ccc(-c2nc3cc(C)ccc3cc2CN2CCC[C@@H]2C(N)=O)cc1OC | -43.1%
CC(C)Oc1cccc(-c2cccc(COc3ccc4c(cnn4CC[S+](C)(=O)[O-])c3)c2)c1 | u
COCCC(=O)N1CCC2(CC1)CC(N(Cc1ccccc1)C1CC1)CCO2 (stereo unspecified) | i
COc1cc(=O)n2c(c1C(=O)N1CCN(c3ccc(C)cc3C)CC1)CCCC2 | -25.0%
COc1ccc(NC(=O)C(C)N(c2ccccc2)S(C)(=O)=O)cc1 (stereo unspecified) | 12.6%
Cc1ccc(OCC(O)Cn2c(=N)n(CCN3CCCCC3)c3ccccc32)cc1 (stereo unspecified) | 2.82µM*
CNC(=O)N1CCCC1c1nc(C2CN(C(=O)Cc3cccc(F)c3)C2)no1 (stereo unspecified) | 24.7%
COc1ccc(NC(=O)CN2C(=O)CSc3ccc(S(=O)(=O)N(C)C)cc32)cc1OC | 61.6%[activator]
O=C(c1cc2ccccc2[nH]1)N1CCc2c(n(Cc3cccnc3)n(-c3ccccc3)c2=O)C1 | 10.5%
CN(C)Cc1cc(CC2(NCc3ccc(C#N)cc3)COC2)no1 | u
COc1cc(-c2ccnc(-c3nnc(C)n3C3CCCCC3)c2)ccn1 | u
O=S1(=O)CCC(S(=O)(=O)N2CCOCC2)C1 (stereo unspecified) | -3.3%
CCCC(=O)N(c1ccc2oc(-c3ccccc3)c(C(=O)OCC)c2c1)S(=O)(=O)c1ccc(C)cc1 | -1.7%
COc1ccc([C@H]2C[C@@H](O)[C@@H](O)[C@@H]2NC(=O)COc2ccccc2)cc1 | 12.5%[44.1 µM]
CN(C)c1cccc(C(=O)NCCC2CCN(C(=O)Nc3cc(F)cc(F)c3)CC2)c1 | -17.8%
COc1ccc(-c2ccc(=O)n3c2[C@@H]2C[C@@H](CN(C(=O)CSC)C2)C3)cc1 | 7.7%[44.1 µM]
CC1(C)[C@H](Cc2cc(CCO)on2)C[C@@H]1NCc1ccncc1 | -9.6%[44.1 µM]
CN(C)c1ccc(CN2CCC3(CC2)CC(=O)Nc2ccccc2O3)cc1 | u
Cc1ccc(C(=O)N2CCN(c3ccccc3F)CC2)cc1NC(=O)c1nsc2ccccc12 | u
COc1cccc(-c2ccnc(-c3nnc(C)n3Cc3ccccc3)c2)c1 | u
Cc1ccc(C)c(N2CCN(C(=O)C(CC(C)C)NS(=O)(=O)c3ccc4nc(C)sc4c3)CC2)c1 (stereo unspecified) | 7.94µM*
COc1ccc(CC(=O)N2CCC3(CC2)CC(NC(C)=O)c2ccccc23)cc1 (stereo unspecified) | 1.3%
O=c1n(Cc2ccc(Cl)cc2)nc2n1-c1ccccc1OC2 | 10.8%
COc1cc(O)ccc1CN1CCCC(COc2ccccc2C(=O)N2CCOCC2)C1 (stereo unspecified) | u
O=C([C@H]1C[C@H](Oc2ccccc2)CN1C(=O)c1ccc(F)cc1)N1CCOCC1 | u
CC(=O)N(C1CC1)C1CCOC2(CCN(C(=O)c3ccc4nc[nH]c4c3)CC2)C1 (stereo unspecified) | 21.1%

# More records:
Structure | Pf Dd2 inh
O=C1c2c(-c3nc(-c4ccsc4)no3)nnn2CCN1Cc1ccc(F)cc1 | i
c1ccc(OCc2cc(CC3(NCc4ccc5c(c4)OCO5)COC3)no2)cc1 | -7.5%[44.1 µM]
COc1cccc(S(=O)(=O)N2CCC(n3cnnc3C3CC3)CC2)c1 | 17.8%
CCc1nnc2c(N3CCN(c4cccc(C(F)(F)F)c4)CC3)nc3ccccc3n12 | u
CCN(CC)C(=O)N1C[C@H](NC(=O)c2cn(C)c(=O)[nH]c2=O)[C@@H](C2CC2)C1 | -8.2%
CCOC(=O)c1cc(OC(=O)c2ccc(Cl)cc2)n(-c2ccccc2)n1 | 0.0%
O=C(CCc1nc2ccccc2s1)N1CCC(c2noc(-c3cnccn3)n2)C1 (stereo unspecified) | 15.8%[5.79 µM]
COc1cc(F)ccc1-c1cc(C(=O)NCc2c(C)cc(C)[nH]c2=O)c2c(c1)N(C(C)C)CCO2 | -27.5%
O=C(NCc1nnc2ccccn12)[C@H]1CNC[C@H](C(=O)N2CCOCC2)C1 | 2.3%
Cc1noc(C)c1C(=O)N1Cc2ccccc2CC2(CCCCN2C)C1 (stereo unspecified) | -24.5%
COCCNC(=O)[C@@H]1C[C@@H](O)CN1C1CCN(C(=O)c2cccc(OC)c2)CC1 | -13.1%
Cc1cnc(CCNC(=O)c2ccnn2C)n1C1CC1 | 4.4%
CCOc1ccc(OCC(=O)NCCS(=O)(=O)N2CCN(c3cccc(Cl)c3)CC2)cc1 | 5.5%
COC1CCOC2(CCN(C(=O)NCc3ccc(C)cc3)CC2)C1 (stereo unspecified) | 13.5%
NC1(C(=O)N2CCCC(N3CCN(c4cccc(Cl)c4)CC3)C2)CC1 (stereo unspecified) | i
Cc1cc(F)ccc1NC(=O)C1CCCN(C(=O)c2cnn(-c3ccccc3)c2-n2cccc2)C1 (stereo unspecified) | -10.7%
CC(C)(C)OC(=O)N1CCC(c2c(C(=O)N3CCCCC3)cnn2-c2ccccc2Cl)CC1 | u
CCC(C)NC(=O)CC1Sc2ncccc2N(CC(C)C)C1=O (stereo unspecified) | -9.1%
CC1=C(C(N)=O)C(c2ccc(C)cc2)n2nc(SCc3ccccc3F)nc2N1 (stereo unspecified) | 27.5%
O=C(CN1C(=O)NC2(CCOCC2)C1=O)Nc1cc(F)ccc1F | 19.1%
COCCn1c(C)cc(O)c(C(c2cccc(F)c2)N2CCN(c3ccccc3)CC2)c1=O (stereo unspecified) | 7.3%
CC(=O)N1CCC(C(=O)N2CCC3(CC2)NC(=O)N(c2cccc(Cl)c2)N3)CC1 | 37.1%[activator]
Cn1nccc1C(=O)N1CC(=O)N(C2CCCCC2)CC(OCc2ccccc2)C1 (stereo unspecified) | -13.5%
O=C1CCN(Cc2ccc3c(c2)CCO3)CCCCCCN1 | u
Cc1ccccc1C(=O)N[C@@H]1CN(c2ncccn2)C[C@H]1CO | 15.2%
Cn1c(=O)oc2cc(S(=O)(=O)Nc3ccccc3O)ccc21 | -8.0%
CC(C)c1ccc(NC(=O)OC[C@H]2C[C@@H]3CCN2C[C@@H]3c2cc(C3CCCC3)nc(-c3ccncc3)n2)cc1 | u
O=C1N[C@H](CC(=O)N2CCN(c3ccc(F)cc3)CC2)C(=O)Nc2ccccc21 | -4.5%
CC1=C(C(=O)Nc2ccc(C)cc2C)C(c2ccc(O)cc2)n2nc(SCC(=O)c3ccc(C)cc3)nc2N1 (stereo unspecified) | 64.6%[activator]
CC(C)C(=O)N[C@H]1C[C@@H](Cc2cc(COc3ccccc3)on2)C1(C)C | u
O=c1cc(-c2cccnc2)oc2c(-c3ccccc3O)nccc12 | u

# Source: PubChem (National Center for Advancing Translational Sciences (NCATS))

# Some of the compounds tested; the hit share may differ from the screen's.
